Bioassay records from PubChem BioAssay.
Abeta yeast res: A-beta toxicity reversal in yeast; yeast expressing A-beta42, growth rescue, OD600, 48 h; response scale: 0% DMSO, 100% iron-clioquinol control; Potency, µM (series often up to 46.1 µM), without a hit: at the highest dose growth rescue, hits mostly activators; 410,000 compounds, 0.063% hits; AID 1347071; note: potency is the fitted concentration of half-maximal effect; nearly all actives have a fitted effect of over 55% in size
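Yeast A-beta toxicity model in growth medium with pinned compounds, 48 h at 30 C; growth read as absorbance at 600 nm. Normalized to FeCl3/clioquinol equimolar mix (positive) and DMSO (negative).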
aSyn rescue: alpha-synuclein toxicity inhibition in yeast | Yeast expressing alpha-synuclein, growth rescue, BacTiter-Glo, 24 h | Potency, µM (series often up to 46.1 µM), for inactives: top-dose growth rescue (activation), actives largely listed as activators | 370,000 compounds, 0.14% hits; note: potency is the fitted concentration of half-maximal effect; % of control where 0% means no effect; nearly all actives have a fitted effect of over 65% in size
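Galactose-induced alpha-syn yeast (OD600=0.02, raffinose-pregrown) + pinned cpd, 24 hr, 30 deg C; growth by BacTiter-Glo luminescence. Growth restoration scores as activation.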
pAkt inh: inhibitors of Akt phosphorylation; Neuro2A IGF-stimulated pAkt S473 HTRF, 20 min; stronger effect = lower value; activity change, % for hits at 50 µM; 360,000 compounds, 0.32% hits; in the data active = activity change below about -80%; inconclusive = mostly about -51% to -80%; note: % is set by controls: 0 for no effect and ±100 for the full control effect
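Single-point screen (50 µM final compound) in Neuro2A cells stimulated 20 min with 6 nM IGF at 37 deg C. After lysis, Ser473-phosphorylated Akt read by HTRF (ex 330 nm, em 615/665 nm) as the 665/615 ratio.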
GLP1R cytotox: cytotoxicity counter-screen for GLP-1 receptor inverse agonists; HEK293 cAMP-luciferase reporter cells, luminescence, 24 h; Potency, µM (doses to about 38.3 µM), for inactives: top-dose activity change, negative = inhibition, usual class: inhibitors; 410,000 compounds, 0.13% hits;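 note: loss of luciferase light is scored as toxicity; potency is the fitted concentration of half-maximal effect; % is set by controls: 0 for no effect and ±100 for the full control effect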
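Compound-treated cells are incubated 24 hr at 37 deg C under 5% CO2 after a 12 hour attachment period, then luciferase detection reagent is added and luminescence is measured following 12 min at room temperature; lowered signal indicates toxicity.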
FUS suppressor: rescues growth of FUS-expressing yeast; S. cerevisiae FUS-expressing, growth rescue, OD600, 24 h; Potency, µM (top dose mostly 76.6 µM), inactives show at the top dose growth rescue (activation), hits mostly activators; 390,000 compounds, 0.24% hits;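 note: potency is the fitted concentration of half-maximal effect; plate controls were DMSO vehicle for no effect and reference control for full effect; nearly all actives have a fitted effect of over 55% in size; some results filed as inactive show a strong effect at the top dose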
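Read-out: OD at 600 nm after 24hr at 30C, reporting rescue of FUS-induced yeast toxicity. Cells at OD 0.005 in galactose (2%) minimal medium; compounds tested in a dilution series; CP55940 titration from 92uM final as control.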
GLP-1R inv ag: inverse agonists of human GLP-1 receptor | P43220 | HEK293 GLP-1R CRE-luciferase, luminescence, 24 h; GLP-1R form is constitutively active | Potency, µM (titrated, usually from 38.3 µM), for inactives: top-dose activity change, negative = inhibition, actives largely listed as inhibitors | 410,000 compounds, 1.6% hits; note: potency is the fitted concentration of half-maximal effect; % is set by controls: 0 for no effect and ±100 for the full control effect; nearly all actives have a fitted effect of over 55% in size
Target sequence (P43220 whole entry, looked up): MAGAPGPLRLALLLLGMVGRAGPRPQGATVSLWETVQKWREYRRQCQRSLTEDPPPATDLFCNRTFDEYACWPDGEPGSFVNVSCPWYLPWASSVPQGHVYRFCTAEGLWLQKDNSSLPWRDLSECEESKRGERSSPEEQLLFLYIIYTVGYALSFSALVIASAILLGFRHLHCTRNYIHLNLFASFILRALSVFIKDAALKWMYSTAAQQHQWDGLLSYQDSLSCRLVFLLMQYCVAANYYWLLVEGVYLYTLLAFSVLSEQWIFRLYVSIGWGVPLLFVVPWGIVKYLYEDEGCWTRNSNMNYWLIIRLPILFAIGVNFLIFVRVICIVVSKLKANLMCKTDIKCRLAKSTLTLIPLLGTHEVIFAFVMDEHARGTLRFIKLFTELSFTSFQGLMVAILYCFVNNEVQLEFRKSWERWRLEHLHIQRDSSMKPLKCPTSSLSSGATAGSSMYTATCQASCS
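HEK293 cells stably co-expressing a cAMP-responsive luciferase reporter and constitutively active GLP-1R were seeded, incubated 12 h, then exposed to compounds for 24 h at 37 C. Luminescence was read 12 min after detection reagent; inverse agonists lower signal.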
MmCpn inh: blocks the Methanococcus maripaludis chaperonin Mm-Cpn; purified Mm-Cpn ATPase, ADP Transcreener TR-FRET; Potency, µM (doses to about 76.9 µM), inactives show top-dose activity, negative = inhibition, usual class: inhibitors; 330,000 compounds, 0.031% hits; note: potency is the fitted concentration of half-maximal effect; % is set by controls: 0 for no effect and ±100 for the full control effect; nearly all actives have a fitted effect of over 80% in size
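Purified archaeal chaperonin (25 nM final) was preincubated with compound for 10 min at 37°C, then ATP (10 uM final) was added for 30 min at 37°C in Tris pH 7.4/KCl/MgCl2/DTT buffer. ADP was quantified by HTRF Transcreener TR-FRET.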
TDP43 rescue: inhibitors of TDP-43 toxicity in yeast; TDP-43 expressing yeast growth rescue, BacTiter-Glo, 24 h; Potency, µM (doses to about 46.1 µM), inactives show at the highest dose growth rescue (activation), most hits filed as activators; 410,000 compounds, 1.8% hits; AID 652104; note: potency is the fitted concentration of half-maximal effect; % of control where 0% means no effect; nearly all actives have a fitted effect of over 50% in size
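Galactose-induced TDP-43 yeast, OD600=0.02, compound pinned; 24 hr, 30 deg C; BacTiter-Glo luminescence for growth. Inhibitors of TDP-43 toxicity read as activators.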
PTHR1 ag: activates the human parathyroid hormone receptor PTHR1; HEK293 GP2 PTHR1 cells, GloSensor cAMP luminescence, 1 h; Potency, µM (highest dose often 115 µM), for the others: at the highest dose activation, hits mostly activators; 410,000 compounds, 0.075% hits; AID 743266; note: potency is the fitted concentration of half-maximal effect; nearly all actives have a fitted effect of over 55% in size; some results filed as inactive show a strong effect at the top dose; inactives centre near -15; many of its hits are not listed in these tables
Target sequence (Q03431 whole entry, looked up): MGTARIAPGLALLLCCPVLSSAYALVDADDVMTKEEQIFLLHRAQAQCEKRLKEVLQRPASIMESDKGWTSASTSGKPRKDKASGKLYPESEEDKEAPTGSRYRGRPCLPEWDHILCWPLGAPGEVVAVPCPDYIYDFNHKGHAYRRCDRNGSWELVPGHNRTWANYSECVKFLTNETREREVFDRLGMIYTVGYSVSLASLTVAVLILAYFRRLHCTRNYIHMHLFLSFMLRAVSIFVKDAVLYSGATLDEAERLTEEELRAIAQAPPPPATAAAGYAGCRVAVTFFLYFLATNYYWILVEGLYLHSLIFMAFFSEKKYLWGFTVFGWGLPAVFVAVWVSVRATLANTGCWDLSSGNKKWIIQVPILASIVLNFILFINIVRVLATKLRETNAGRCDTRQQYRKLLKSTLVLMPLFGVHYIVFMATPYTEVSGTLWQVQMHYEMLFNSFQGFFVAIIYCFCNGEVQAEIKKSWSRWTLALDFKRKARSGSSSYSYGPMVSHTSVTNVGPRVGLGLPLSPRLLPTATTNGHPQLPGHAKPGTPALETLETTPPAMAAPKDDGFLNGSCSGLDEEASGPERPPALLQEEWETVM
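HEK-293-derived GP2 cells expressing PTHR1 and a GloSensor cAMP reporter, 3,000/well, plated overnight, given luciferin plus IBMX (each 0.5 mM as added) for 1 h at 37 °C, then compound for 1 h at 37 °C. Luminescence was read after 15 min at room temperature.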
Numbers without * were called inactive; & = joins results of further samples; [ ] = dose if it differs, or a comment. Unless noted, calls come from the whole dose curve; as a rule, active = well fitted curve in the direction sought with a large enough effect; inconclusive = small, poorly fitted or top-dose-only effect, or another doubt; inactive = no such curve, though single readings can be large; an effect the other way counts as inactive or inconclusive. An excerpt; count on the stated rates, not on these rows.

Screening O=C(CSc1ccc2c(c1)OCCO2)Nc1ccc(Br)cn1 returned Abeta yeast res 10.9%, aSyn rescue 1.5%, pAkt inh inactive, GLP1R cytotox -9.8%, FUS suppressor 5.8%, GLP-1R inv ag -28.8%, MmCpn inh 0.4%, TDP43 rescue 12.6µM* and PTHR1 ag -9.4%.
`Nc1cc(Cl)ccc1N1CCOCC1` gave Abeta yeast res -3.8%, aSyn rescue 2.7%, pAkt inh inactive, GLP1R cytotox 72.2%[activator], FUS suppressor 12.9%, GLP-1R inv ag -7.3%, MmCpn inh -2.8%, TDP43 rescue 6.6% and PTHR1 ag -23.7%[57.5 µM].
For COc1ccccc1C(=O)COC(=O)c1ccc(Cl)nc1 the results were Abeta yeast res -24.1%, aSyn rescue -3.9%, pAkt inh inactive, GLP1R cytotox 6.6%, FUS suppressor 4.7%, GLP-1R inv ag 8.4%, MmCpn inh -0.2%, TDP43 rescue inconclusive and PTHR1 ag -8.6%.
For Cc1c(Cl)cccc1NC(=O)CCNC(=O)N1CC(=O)Nc2ccccc21 the results were Abeta yeast res 4.1%, aSyn rescue -0.4%, pAkt inh inactive, GLP1R cytotox -1.6%, FUS suppressor -7.4%, GLP-1R inv ag 1.4%, MmCpn inh -0.8%, TDP43 rescue -7.8% and PTHR1 ag -4.0%.
Screening O=C(CN1C(=O)NC2(CCCC2)C1=O)Nc1cc(Cl)ccc1N1CCOCC1 returned Abeta yeast res -3.0%, aSyn rescue -0.5%, pAkt inh inactive, GLP1R cytotox -6.0%, FUS suppressor 5.3%, GLP-1R inv ag 2.6%, MmCpn inh -1.2%, TDP43 rescue 2.2% and PTHR1 ag inactive.
`Cc1cccc(NC(=O)Cn2c(=O)oc3cc(S(=O)(=O)N4CCCCCC4)ccc32)c1` gave Abeta yeast res -23.5%, GLP1R cytotox 1.2%, FUS suppressor 19.4%, GLP-1R inv ag -23.3%, TDP43 rescue -13.0% and PTHR1 ag -84.8%[inhibitor].
CS(=O)(=O)N1CCN(c2c(Cl)cccc2[N+](=O)[O-])CC1 was read as Abeta yeast res 0.1%, aSyn rescue 9.2%, pAkt inh inactive, GLP1R cytotox 2.6%, FUS suppressor 0.5%, GLP-1R inv ag 0.0%, MmCpn inh -0.1%, TDP43 rescue -0.7% and PTHR1 ag inactive.
`CN(C)CCC(c1ccc(Cl)cc1)c1ccccn1` (stereo not drawn) gave Abeta yeast res -5.0%&7.4%, aSyn rescue 2.2%&-0.6%&4.5%, pAkt inh inactive, GLP1R cytotox 2.5%&1.6%, FUS suppressor -38.7%&-33.6%, GLP-1R inv ag inconclusive, MmCpn inh -0.8%&0.4%&-4.2%, TDP43 rescue 22.5%&0.0% and PTHR1 ag -15.4%.
For CCOc1ccc(S(=O)(=O)c2cn(CC)c3ccc(F)cc3c2=O)cc1 the results were Abeta yeast res -10.7%, GLP1R cytotox 0.0%, FUS suppressor -0.3%, GLP-1R inv ag 12.1%, TDP43 rescue 23.1% and PTHR1 ag inactive.
For CCC(C)c1ccc(NC(=O)C2CCN(c3ncccn3)CC2)cc1 (stereo not drawn) the results were Abeta yeast res 1.2%, aSyn rescue 8.7%, pAkt inh inactive, GLP1R cytotox 0.7%, FUS suppressor 34.2%, GLP-1R inv ag -9.1%, MmCpn inh 0.1%, TDP43 rescue 14.9% and PTHR1 ag -2.3%[57.5 µM].
For COC(=O)Cn1c(CN2CCOCC2)nc2c1c(=O)[nH]c(=O)n2C the results were Abeta yeast res -16.2%, aSyn rescue -6.5%, pAkt inh inactive, GLP1R cytotox 3.3%, FUS suppressor -9.0%, GLP-1R inv ag 3.0%, MmCpn inh 1.1%, TDP43 rescue -5.9% and PTHR1 ag -14.3%.
Screening CCc1nc(-c2ccccc2)c2ccccn12 returned Abeta yeast res -2.1%, aSyn rescue -1.3%, pAkt inh inactive, GLP1R cytotox 8.6%, FUS suppressor -14.6%, GLP-1R inv ag -4.1%, MmCpn inh 0.9%, TDP43 rescue 16.5% and PTHR1 ag -0.5%.
`COc1ccccc1NS(=O)(=O)c1ccc(C(=O)N2CCN(c3ccccn3)CC2)cc1` gave Abeta yeast res -19.5%, aSyn rescue -2.9%, pAkt inh inactive, GLP1R cytotox inconclusive, GLP-1R inv ag -22.9%, MmCpn inh -0.7%, TDP43 rescue -11.1% and PTHR1 ag -34.7%[inhibitor].
For CCCCNC(=O)COC(=O)CCC(=O)c1cccs1 the results were Abeta yeast res -21.9%, aSyn rescue -10.9%, pAkt inh inactive, GLP1R cytotox -2.4%, FUS suppressor 18.6%, GLP-1R inv ag 5.9%, MmCpn inh 1.4%, TDP43 rescue -15.1% and PTHR1 ag -23.8%.
`O=C(CCC(=O)c1cccs1)NCC(c1ccc(F)cc1)N1CCOCC1` (stereo not drawn) gave Abeta yeast res 6.0%, aSyn rescue -1.8%, pAkt inh inactive, GLP1R cytotox -16.7%, FUS suppressor 10.7%, GLP-1R inv ag 13.4%, MmCpn inh 0.6%, TDP43 rescue -2.9% and PTHR1 ag -26.8%.

At a glance, 2 of the compounds above:
For CCCCNC(=O)COC(=O)CCC(=O)c1cccs1 the results were Abeta yeast res -21.9%, aSyn rescue -10.9%, pAkt inh inactive, GLP1R cytotox -2.4%, FUS suppressor 18.6%, GLP-1R inv ag 5.9%, MmCpn inh 1.4%, TDP43 rescue -15.1% and PTHR1 ag -23.8%.
`O=C(CCC(=O)c1cccs1)NCC(c1ccc(F)cc1)N1CCOCC1` (stereo not drawn) gave Abeta yeast res 6.0%, aSyn rescue -1.8%, pAkt inh inactive, GLP1R cytotox -16.7%, FUS suppressor 10.7%, GLP-1R inv ag 13.4%, MmCpn inh 0.6%, TDP43 rescue -2.9% and PTHR1 ag -26.8%.

Further results
`COc1cccc(/C=c2\s/c(=C/C(=O)c3ccc(C)cc3)[nH]c2=O)c1OC` gave Abeta yeast res -1.2%, aSyn rescue 1.9%, pAkt inh inactive, GLP1R cytotox 13.5%, FUS suppressor 5.4%, GLP-1R inv ag 25.7%, MmCpn inh -1.4%, TDP43 rescue -19.9% and PTHR1 ag inactive.
Screening CCN(C(=O)CSc1nc2ccc(Cl)cc2[nH]1)C1CCS(=O)(=O)C1 (stereo not drawn) returned Abeta yeast res -9.1%, aSyn rescue -0.5%, pAkt inh inactive, GLP1R cytotox 1.5%, FUS suppressor 17.0%, GLP-1R inv ag 7.6%, MmCpn inh 0.8%, TDP43 rescue 20.3% and PTHR1 ag inactive.
COc1ccc(CNC(=O)COC(=O)c2cc(C)nc3ccccc23)cc1 was read as Abeta yeast res 0.0%, aSyn rescue 6.6%, pAkt inh inactive, GLP1R cytotox 14.4%, GLP-1R inv ag 10.3%, MmCpn inh -3.4%, TDP43 rescue 27.0% and PTHR1 ag -10.8%.
Screening CCCC(C)C(=O)Nc1ccc(S(N)(=O)=O)cc1 (stereo not drawn) returned Abeta yeast res -5.7%, aSyn rescue -2.7%, pAkt inh inactive, GLP1R cytotox -10.3%, FUS suppressor 4.2%, GLP-1R inv ag 0.8%, MmCpn inh inconclusive, TDP43 rescue -11.2% and PTHR1 ag inactive.
CCOC(=O)C1=C(C)NC(=O)CC1c1cc2c(cc1Br)OCO2 (stereo not drawn) was read as Abeta yeast res 8.0%, aSyn rescue 9.4%, pAkt inh inactive, GLP1R cytotox -22.1%, FUS suppressor 1.6%, GLP-1R inv ag inconclusive, MmCpn inh 1.4%, TDP43 rescue -5.3% and PTHR1 ag -20.5%[57.5 µM].
Screening Cc1cccc(N2CCN(C(=O)C3CCN(S(=O)(=O)c4ccc5c(c4)oc(=O)n5C)CC3)CC2)c1C returned Abeta yeast res -5.9%, GLP1R cytotox -5.0%, FUS suppressor inconclusive, GLP-1R inv ag inconclusive, TDP43 rescue 23.3% and PTHR1 ag -15.3%.
COC(=O)c1cccc(NC(=O)Cn2cnc3c2c(=O)n(C)c(=O)n3C)c1 was read as Abeta yeast res -12.5%, aSyn rescue -0.5%, pAkt inh inactive, GLP1R cytotox -13.8%, FUS suppressor -9.8%, GLP-1R inv ag -5.3%, MmCpn inh -0.4%, TDP43 rescue -9.1% and PTHR1 ag 10.5%[57.5 µM].
For O=C(CN1c2cccc3cccc(c23)S1(=O)=O)N1CCCCC1 the results were Abeta yeast res 16.7%, aSyn rescue -2.5%, pAkt inh inactive, GLP1R cytotox -3.7%, FUS suppressor 20.8%, GLP-1R inv ag 3.7%, MmCpn inh -7.6%, TDP43 rescue 11.6% and PTHR1 ag inactive.
Screening CCOC(=O)[C@H]1[C@H]2COc3ccc(Br)cc3[C@@H]2N2C(=O)N(c3ccccc3)C(=O)[C@@]12C returned Abeta yeast res -24.3%, aSyn rescue 0.8%, pAkt inh inactive, GLP1R cytotox 10.7%, FUS suppressor inconclusive, GLP-1R inv ag 9.3%, MmCpn inh -2.1%, TDP43 rescue 16.2% and PTHR1 ag -4.3%.
Screening CC(C)CCN1C(=O)CSCC1(C)C(=O)NCc1ccccc1 (stereo not drawn) returned Abeta yeast res -0.7%, aSyn rescue 6.4%, pAkt inh inactive, GLP1R cytotox 17.4%, FUS suppressor -1.2%, GLP-1R inv ag 11.6%, TDP43 rescue 0.9% and PTHR1 ag -5.1%.
Screening c1ccc2nc3c(nc2c1)[nH]c1ccccc13 returned Abeta yeast res -12.2%, aSyn rescue 6.9%, pAkt inh inactive, GLP1R cytotox 10.3%, FUS suppressor 26.7%, GLP-1R inv ag 0.0%, MmCpn inh 0.4%, TDP43 rescue 7.08µM* and PTHR1 ag -20.2%.
